From PubChem BioAssay
hcDAF12 agonist – activators of H. contortus DAF-12 nuclear receptor. activation, % at 6.8 µM. 370,000 compounds, 1.4% hits. HEK293 hcDAF-12 lit1-tk-luc reporter, luminescence; 0% DMSO, 100% Δ7-dafachronic acid;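 active = activation above the mean of all tested compounds plus 3 SD, cut at about 5.5% in these data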;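 note: 100% = response to 3 µM Δ7-dafachronic acid high control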
ADAM10 inh – inhibitors of human ADAM10; 370,000 compounds, 0.62% hits; recombinant ADAM10, EDANS/DABCYL FRET peptide cleavage, 3 h; O14672; inhibition, % at 7 µM;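 active = inhibition above a per-campaign cutoff equal to the mean of compounds falling between control-based bounds plus 3 SD, cut at about 20% in these data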;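 note: 0% = DMSO wells while the 100% control is not disclosed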
hgDAF12 agonist – activates the H. glycines DAF-12 receptor ligand-binding domain; activation, % at 6.8 µM; 370,000 compounds, 1.8% hits; HEK293 GAL4-hgDAF12 UAS-luciferase reporter, agonist luminescence; normalized to butyrate control;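 active = activation above a cutoff set at the mean of all screened compounds plus 3 SD, cut at about 10% in these data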;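 note: 0% = DMSO wells and 100% = sodium butyrate wells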
DAX1 inh-1 – DAX1 (NR0B1) inhibition, primary screen; HEK293T StAR-luciferase reporter, SF-1/DAX-1 repression relief; 370,000 compounds, 1.1% hits; inhibition, % at 6.8 µM; AID 652010;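 active = inhibition above the mean over all tested compounds plus 3 SD, cut at about 3.6% in these data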;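 note: 0% = DAX-1 cells with DMSO and 100% = cells lacking DAX-1 with DMSO; higher inhibition means more luminescence from relief of DAX-1 repression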
HGIII-sPLA2 inh – Inhibits HGIII-sPLA2 liposome hydrolysis, primary screen; Q9NZ20; QFRET BODIPY PC-A2 liposome hydrolysis, fluorescence; inhibition, % at 12.2 µM; 370,000 compounds, 0.56% hits;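 active = inhibition above mean plus 3 SD of compounds lying within the high and low control bounds, cut at about 19% in these data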;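 note: 0% = median of test compound wells and 100% = no enzyme DMSO wells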
Target sequence (Q9NZ20 whole entry, looked up): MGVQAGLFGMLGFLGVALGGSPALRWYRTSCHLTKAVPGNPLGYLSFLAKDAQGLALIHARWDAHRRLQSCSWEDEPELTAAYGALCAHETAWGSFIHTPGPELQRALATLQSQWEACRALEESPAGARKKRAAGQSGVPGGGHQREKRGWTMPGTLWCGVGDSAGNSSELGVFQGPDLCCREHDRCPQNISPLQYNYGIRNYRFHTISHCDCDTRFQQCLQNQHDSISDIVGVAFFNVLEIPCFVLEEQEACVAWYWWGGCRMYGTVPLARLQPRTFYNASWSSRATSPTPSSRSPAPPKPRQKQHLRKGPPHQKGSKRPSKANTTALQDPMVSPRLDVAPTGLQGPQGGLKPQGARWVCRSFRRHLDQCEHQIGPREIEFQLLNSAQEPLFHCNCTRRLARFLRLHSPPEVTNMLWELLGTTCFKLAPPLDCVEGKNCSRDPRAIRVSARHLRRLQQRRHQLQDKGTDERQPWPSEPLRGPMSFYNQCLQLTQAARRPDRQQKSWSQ
PLC-gamma1 inh – inhibitors of human phospholipase C gamma1; AID 720700; P19174; purified PLC-gamma1, fluorogenic substrate, fluorescence; 370,000 compounds, 0.84% hits; inhibition, % at 12.2 µM; in the data active = inhibition above about 9.5%
FXN GAA850 act – activators of GAA850 frataxin (FXN) promoter. HEK293 lucGAA850 FXN promoter luciferase reporter, 24 h; percent of 10 µM SAHA response. 360,000 compounds, 0.56% hits. activation, % at 6 µM;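 active = activation above the average of all compounds screened plus 3 SD, cutoff fixed separately per campaign, cut at about 7.5% in these data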;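 note: 0% = DMSO wells and 100% = 10 µM SAHA wells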
ssDAF12 agonist – activates DAF-12 receptor from parasite S. stercoralis; HEK293 ssDAF-12/GRIP1 lit1-tk-luc reporter, luminescence; % of 3 µM dafachronic acid response; activation, % at 6.8 µM; 370,000 compounds, 1% hits; AID 652126;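 active = activation above the mean over all tested compounds plus 3 SD, cut at about 0.9% in these data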;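 note: 0% = DMSO-only wells and 100% = 3 µM delta7-dafachronic acid wells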
PLC-beta3 inh – inhibitors of human phospholipase C beta3; Q01970; Purified PLC-beta3, fluorogenic substrate, fluorescence; inhibition, % at 12.2 µM; 370,000 compounds, 0.18% hits; in the data active = inhibition above about 11%;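 note: 0% = median of compound wells on plate and 100% = full blocker control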
DAX1 inh-2 – inhibitors of human orphan nuclear receptor DAX1 (NR0B1); HEK293 Gal4-DAX1 luciferase reporter, luminescence; inhibition, % at 6.75 µM; 340,000 compounds, 0.99% hits; AID 504766;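 active = inhibition above the mean over all tested compounds plus 3 SD, cut at about 4.2% in these data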;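 note: 0% = DAX1-transfected cells with DMSO and 100% = empty-vector control cells with DMSO; inhibition shows as a rise in luminescence from relieved DAX1 repression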
Target sequence (P51843 207-470 limits assumed): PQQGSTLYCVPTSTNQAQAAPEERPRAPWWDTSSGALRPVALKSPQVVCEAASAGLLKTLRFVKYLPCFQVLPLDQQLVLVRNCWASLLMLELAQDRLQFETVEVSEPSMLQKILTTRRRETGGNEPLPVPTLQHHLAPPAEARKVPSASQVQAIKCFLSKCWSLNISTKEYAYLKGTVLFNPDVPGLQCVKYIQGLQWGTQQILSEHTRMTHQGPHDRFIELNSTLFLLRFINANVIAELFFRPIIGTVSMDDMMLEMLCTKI
ADAM17 inh – inhibitors of human ADAM17 | inhibition, % at 6.95 µM | AID 720648 | recombinant ADAM17, EDANS/DABCYL FRET peptide cleavage | 370,000 compounds, 0.83% hits;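 active = inhibition above the mean of compounds lying between control limits plus 3 SD, set per campaign, cut at about 8.5% in these data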;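 note: 0% = DMSO-only wells as the low control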
Numbers without * were called inactive; nt = not tested or not shown; & = joins results of further samples.

item	mol	hcDAF12 agonist	ADAM10 inh	hgDAF12 agonist	DAX1 inh-1	HGIII-sPLA2 inh	PLC-gamma1 inh	FXN GAA850 act	ssDAF12 agonist	PLC-beta3 inh	DAX1 inh-2	ADAM17 inh
1	Cc1ccc(C(=O)c2cn[nH]c2-c2ccccc2O)cc1	0.1	15	3.8	-0.1	-56	14*	0.9	-0.1	5	-0.7	8.8*
2	C=CCNC(=O)c1onc(CSc2ccc(F)c(F)c2)c1C(=O)NCC=C	-1.7	6	-0.2	-0.7	-1	2	-0.5	-0.9	3	-0.3	2
3	Cc1ccc(OCC(=O)OCC(=O)c2c(N)n(C)c(=O)n(C)c2=O)cc1C	0.1	7	2.3	0.1	-4	-1	-2.1	-0.3	1	1.0	-3
4	Cc1c(NC(=O)C(C)OC(=O)CCc2c[nH]c3ccccc23)c(=O)n(-c2ccccc2)n1C (centres undefined)	-1.3	0	-1.4	-0.4	-4	2	-1.0	-1.5	-6	0.4	-3
5	O=C(NCCCn1ccnc1)C(=O)NCC1OCCN1S(=O)(=O)c1ccccc1 (centres undefined)	1.0	-3	-2.8	1.6	7	1	1.1	-1.4	-2	1.0	-2
6	O=C(CSc1ccc(Cl)cc1)NC1CC1	0.7	1	3.2	0.5	2	-2	-1.6	-1.4	2	0.3	0
7	CN(Cc1ccccc1)C(=O)c1ccc(NC(=O)C2=CSCCO2)cc1	-2.4	0	2.0	0.4	-11	1	1.1	-0.9	-9	0.6	-6
8	CCCOC(=O)c1[nH]c2c(c1C)C(=O)CC(c1cc(OC)c(OC)c(OC)c1)C2 (centres undefined)	-5.9	-2	-7.9	-4.9	-6	0	-3.8	-2.7	1	-7.2	0
9	O=C(CCS(=O)(=O)c1cccc2nonc12)N1CC(=O)N(CCc2ccccc2)C(=O)C1	-0.3	-3	-2.9	0.2	3	-2	1.0	-0.8	-2	0.2	-5
10	CCCC(=O)Nc1ccc(NC(=O)c2cc3ccccc3o2)c(OC)c1	-2.5	-147	4.3	0.4	-2	-12	4.7	-0.7	-22	1.7	-39
11	CCOC(=O)c1c(C)[nH]c(N=Nc2ccccc2Cl)c1C	0.5	9	8.1	1.3	-8	-2	5.6	-0.6	-12	0.2	1
12	CC1=CC2C(C(O)CC3(C)C2CC(C)C32OCOC23COCO3)C2(C)C/C(=C\O)C(=O)C=C12 (centres undefined)	-2.6	-4	-17	-5.5	-18	-19	-3.4	-1.9	-15	-1.0	-2
13	O=C(O)CCCSCC(=O)Nc1ccccc1	-1.6	10	0.2	-0.2	10	7	1.4	-0.9	3	0.6	-3
14	CC(=O)N1CCN(c2cc(C)nc3nc(C)nn23)CC1	-1.1	1	0.5	0.2	3	-6	nt	-0.8	-4	nt	-1
15	NC(=S)NNC(=O)c1cc(C(F)(F)F)cc(C(F)(F)F)c1	-1.5	1	-1.6	-0.1	9	-3	-0.9	-0.4	-9	0.7	-1
16	CC(=O)CCc1c[nH]c2c(C(=O)O)cccc12	-0.7	2	1.2	0.8	2	-2	1.2	-1.4	-7	1.1	-2
17	COCCCNC(=O)c1ccc2c(c1)ncn2-c1ccc(C)cc1C	-2.8	4	-0.3	-0.7	2	1	-0.1	-0.8	-4	-1.9	-1
18	O=C(CN1C(=O)c2ccccc2S1(=O)=O)c1ccc(F)cc1	-3.7	-10	-7.0	-1.4	4	-1	-7.8	-2.4	-3	-5.5	-1
19	CS(=O)(=O)c1ccc(Cl)c(C(=O)Nc2ccc3nc(N4CCOCC4)sc3c2)c1	2.6	-23	6.0	-2.6	-3	-17	0.9	0.4	-34	-0.2	-4
20	CCn1ncc2c(=O)c(C(=O)c3ccccc3)c[nH]c21	-0.9	-4	3.3	1.4	5	-14	nt	-0.6	-28	nt	-2
21	CCN(CC)C(=O)C1CCCN(Cc2sccc2C)C1 (centres undefined)	-0.3	5	2.8	-0.1	5	3	-1.3	-1.2	3	-0.6	-2
22	COc1cc(=O)[nH]c(SC(C)C(=O)Nc2nc3c(s2)CCCC3)n1 (centres undefined)	1.0	4	2.3	0.2	3	0	0.8	-0.8	-3	0.4	1
23	Nc1ccccc1NC1CCCCC1	2.9	-7	3.5	-0.1	1	-6	3.9	-1.2	-14	-0.9	-8
24	CC1=C(C(=O)Nc2ccccc2F)C(c2cccs2)C2=C(CCCC2=O)N1 (centres undefined)	0.3	-201	-3.9	0.6	8	-149	-1.7	-1.2	-161	-0.2	-54
25	CCOc1ccc(-c2c(C#N)c(N)nc3c2c(=O)n(C)c(=O)n3C)cc1OC	0.6	2	2.1	-0.2	2	-6	0.2	-0.7	-9	1.7	-3
26	CC1(c2nnnn2Cc2ccccc2)CCC(=O)N1CC(F)(F)F (centres undefined)	-0.1	-8	0.1	0.5	3	-1	nt	-1.0	1	nt	-1
27	Cc1cc2cc(C=O)c(Cl)nc2cc1C	-0.9	-2	2.1	0.5	1	-2	1.7	-0.1	-6	-0.3	-2
28	O=C(COc1ccc(Br)cc1)N/N=C1/SCC(=O)N1Cc1ccccc1	1.1	5	0.3	-0.2	-21	0	3.4	-0.9	-2	1.1	1
29	CN(C(=O)CSc1nnnn1-c1ccc(O)cc1)C1CCS(=O)(=O)C1 (centres undefined)	-1.3	2	2.6	0.1	3	1	2.7	-1.1	5	-0.4	2
30	Cc1ccc(O)c(NC(=O)CSc2ccc(Cl)cc2)c1	-1.2	13	-4.0	-1.3	-27	-2	2.9	-1.7	-4	-0.2	4
31	CCOC(=O)N1CCC(Nc2c(NCCN3CCN(c4ccccc4F)CC3)c(=O)c2=O)CC1	-1.0&-1.2	2&-11	2.0&1.2	0.6&0.3	-3&4	1&-1	-0.2&2.4	-0.4&-1.1	5&-4	1.4&-0.7	1&-4
32	Nc1ncccc1OCc1ccc(Cl)c(Cl)c1	1.6	-1	6.6	1.1	0	-2	2.8	-0.4	-6	2.7	0
33	CCc1cccc(C)c1NC(=O)COn1nnc2ccc(C(F)(F)F)cc21	-1.9	1	-2.2	0.6	0	-1	1.6	-1.3	2	-0.5	-2
34	CCNC(=O)C1(C)CCCN(C(=O)c2ccc3sccc3c2)C1 (centres undefined)	-1.7	-16	-2.2	2.1	11	2	0.2	-0.8	2	nt	-4
35	CCc1ccc(NC(=O)CCc2c(C)nn(-c3ccc(N4CCCCC4)nn3)c2C)cc1	0.6	6	4.8	0.4	-17	-6	3.0	-0.7	-12	1.5	-1
36	CCOC(=O)CCC(=O)Nc1ccc(S(=O)(=O)N2CCCC2)cc1	2.8	11	0.2	0.8	-5	3	-0.2	-1.9	6	-0.7	3
37	COc1ccccc1NC(=O)NCCCN1CCN(c2cccc(Cl)c2)CC1	-1.0	-2	1.0	-0.1	-13	-3	1.8	-1.5	1	1.0	-1
38	COc1cc(/C=C2\C(=O)N(c3ccc(NC(C)=O)cc3)N=C2c2ccccc2)ccc1O	1.1	10	0.3	-0.1	5	-3	0.5	-2.1	-16	-1.0	-1
39	CCOc1ccccc1-c1nc(CN2CCC(C(=O)N3CCOCC3)CC2)c(C)o1	1.1	-17	0.0	-0.6	7	-8	1.1	-0.5	-19	0.1	-4
40	CC(=O)Nc1ccc(NC(=O)C(C)OC(=O)C2CCN(S(=O)(=O)c3cccs3)CC2)cc1 (centres undefined)	0.2	6	0.9	-0.1	2	4	-0.8	-0.8	8	-0.9	1

2 compounds drawn at random from those above:
item	mol	hcDAF12 agonist	ADAM10 inh	hgDAF12 agonist	DAX1 inh-1	HGIII-sPLA2 inh	PLC-gamma1 inh	FXN GAA850 act	ssDAF12 agonist	PLC-beta3 inh	DAX1 inh-2	ADAM17 inh
34	CCNC(=O)C1(C)CCCN(C(=O)c2ccc3sccc3c2)C1 (centres undefined)	-1.7	-16	-2.2	2.1	11	2	0.2	-0.8	2	nt	-4
38	COc1cc(/C=C2\C(=O)N(c3ccc(NC(C)=O)cc3)N=C2c2ccccc2)ccc1O	1.1	10	0.3	-0.1	5	-3	0.5	-2.1	-16	-1.0	-1

Remaining list, next part:
item	mol	hcDAF12 agonist	ADAM10 inh	hgDAF12 agonist	DAX1 inh-1	HGIII-sPLA2 inh	PLC-gamma1 inh	FXN GAA850 act	ssDAF12 agonist	PLC-beta3 inh	DAX1 inh-2	ADAM17 inh
41	O=C1CCc2cc(S(=O)(=O)N3CCC(C(=O)NC4CCCCCCC4)CC3)ccc2N1	-0.8	-13	2.6	1.7	6	-3	-0.3	-0.7	-4	0.9	-4
42	CC(=O)c1ccc(C(=O)N2CCCC(N3CCN(c4ccc(F)cc4)CC3)C2)s1 (centres undefined)	-0.7	-2	0.4	0.3	1	-1	2.8	-0.9	-6	-0.1	0
43	Cc1[nH]c(=O)nc(NN=Cc2ccc(Cl)cc2)c1C(=O)Nc1ccc(Cl)cc1	-1.3	3	-0.1	0.5	-5	3	0.0	-1.0	6	1.2	-1
44	Nc1cc(C(=O)N2CCN(c3cccc(Cl)c3)CC2)ccc1N1CC2CC(C1)c1cccc(=O)n1C2 (centres undefined)	-1.7	7	-1.9	-0.7	-6	-6	0.3	-1.2	-11	3.0	3
45	CC(CNc1nc2ccc(Cl)cc2n2cnnc12)c1ccccc1 (centres undefined)	-2.3	-8	-1.8	-0.2	2	0	1.3	-1.5	-6	5.5*	-5
46	Cc1nn(CCCC(=O)NCCc2ccccc2)c(=O)c2nn(-c3ccccc3)c(C)c12	0.5	0	-0.3	-1.0	-3	7	0.7	-1.3	0	-1.1	2

Among those listed so far, 2 contain a COOH group:
item	mol	hcDAF12 agonist	ADAM10 inh	hgDAF12 agonist	DAX1 inh-1	HGIII-sPLA2 inh	PLC-gamma1 inh	FXN GAA850 act	ssDAF12 agonist	PLC-beta3 inh	DAX1 inh-2	ADAM17 inh
13	O=C(O)CCCSCC(=O)Nc1ccccc1	-1.6	10	0.2	-0.2	10	7	1.4	-0.9	3	0.6	-3
16	CC(=O)CCc1c[nH]c2c(C(=O)O)cccc12	-0.7	2	1.2	0.8	2	-2	1.2	-1.4	-7	1.1	-2
